HKDC1 inh: blocks human hexokinase HKDC1 activity; inhibition, % at 20 µM; 0.16% of 340,000 active; recombinant HKDC1, G6PDH/diaphorase resazurin coupled fluorescence; Q2TB90;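 active = inhibition above about 35% when tested at 20 µM, limit read from the data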;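 note: plate controls were DMSO wells with enzyme for no effect and DMSO wells lacking enzyme for full effect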
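Test system: Recombinant HKDC1 (HK5) hexokinase enzyme, produced in-house | Input: HKDC1 at 5 µg/mL | Buffer or medium: Tris pH 8.0 buffer with MgCl2, Tween-20, BSA, BME | Schedule: 90 min reaction incubation at room temperature, dark | Technique: Resazurin-to-resorufin fluorescence via G6PDH and diaphorase coupling, 525/613 nm | Controls: DMSO wells with and without enzyme mix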
SENP8 block-1: blocks human SENP8 cleavage of Nedd8 substrate; Q96LD8; recombinant SENP8, Nedd8 substrate fluorescence; inhibition, % at 20 µM; 0.64% of 360,000 active; AID 602440; in the data active = inhibition mostly above about 40%, no sharp cut-off; inactive = mostly below about 27%
Target sequence (Q96LD8 whole entry, looked up): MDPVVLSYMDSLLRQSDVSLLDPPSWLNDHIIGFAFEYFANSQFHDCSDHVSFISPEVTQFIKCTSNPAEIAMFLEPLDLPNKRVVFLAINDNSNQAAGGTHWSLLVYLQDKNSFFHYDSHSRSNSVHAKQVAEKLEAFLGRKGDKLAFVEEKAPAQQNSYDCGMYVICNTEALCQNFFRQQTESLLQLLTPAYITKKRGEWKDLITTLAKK
SENP8 block-2: blocks the human protease SENP8. Q96LD8. purified SENP8, Z-RLRGG-aminoluciferin cleavage, luminescence. inhibition, % at 10 µM. 1.2% of 330,000 active. AID 2540; in the data active = inhibition above about 50%
PfGluPho inh: PfG6PD (Plasmodium falciparum) enzyme inhibition; PfGluPho enzyme, NADPH resazurin-diaphorase fluorescence; inhibition, % at 20 µM; 0.78% of 350,000 active; AID 504690;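 active = inhibition reaching at least a set limit at 20 µM in the primary screen, cut at about 59% in these data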;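 note: 0% = DMSO wells with substrate and 100% = DMSO wells lacking glucose-6-phosphate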
SENP1 FRET inh: SENP1 (human) catalytic domain inhibition | recombinant SENP1 catalytic domain, CyPet-SUMO1-YPet FRET cleavage | inhibition, % at 10 µM | 0.21% of 360,000 active;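 active = inhibition at least 30% at 10 µM, raw YFP signal under a set limit, fluorescence ratio 0.5 to 1.5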;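 note: 0% = enzyme with DMSO and 100% = no enzyme wells; some results filed as inactive read as strong as hits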
Target sequence (Q9P0U3 419-644 limits assumed): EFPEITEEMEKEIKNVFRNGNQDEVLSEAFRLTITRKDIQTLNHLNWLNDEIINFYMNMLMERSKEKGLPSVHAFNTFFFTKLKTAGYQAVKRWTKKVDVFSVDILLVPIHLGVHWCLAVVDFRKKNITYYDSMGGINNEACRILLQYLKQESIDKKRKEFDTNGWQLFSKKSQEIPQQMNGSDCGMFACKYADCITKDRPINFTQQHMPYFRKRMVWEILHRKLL
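Assay system: hSENP1 catalytic domain, recombinant. Amount: SENP1 enzyme, 20 pM final. Schedule: 50 min reaction, RT, dark. Technique: FRET, CFP and YFP emission. Control set: no-enzyme wells low, DMSO-plus-enzyme wells high control.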
SENP6 inh: inhibitors of human SENP6 protease. Q9GZR1. Recombinant SENP6 catalytic domain, aminoluciferin luminescence. inhibition, % at 10 µM. 1.8% of 330,000 active. AID 2599;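 active = inhibition above about 50% at the single tested dose, limit read from the data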;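 note: plate controls were DMSO wells with enzyme for no effect and DMSO wells lacking enzyme for full effect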
NLRP3 yeast inh: blocks the NALP3 inflammasome reconstituted in yeast | inhibition, % at 10 µM | 0.39% of 330,000 active | Yeast reconstituted NLRP3/ASC/caspase-1, beta-gal luminescence, 24 h | AID 2825;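 active = inhibition of 50% or more; inactive = inhibition below 50%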;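 note: plate controls were induced DMSO wells for no effect and uninduced yeast grown without galactose for full effect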
SENP7 inh: blocks the human protease SENP7; inhibition, % at 5 µM; AID 434973; recombinant SENP7, Z-RLRGG-aminoluciferin luminescence, 40 min; 1.5% of 330,000 active;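 active = inhibition above about 50% at the single test dose, limit read from the data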;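 note: plate controls were DMSO with enzyme for no effect and no enzyme buffer wells for full effect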
Target sequence (Q9BQF6 706-1050 limits assumed): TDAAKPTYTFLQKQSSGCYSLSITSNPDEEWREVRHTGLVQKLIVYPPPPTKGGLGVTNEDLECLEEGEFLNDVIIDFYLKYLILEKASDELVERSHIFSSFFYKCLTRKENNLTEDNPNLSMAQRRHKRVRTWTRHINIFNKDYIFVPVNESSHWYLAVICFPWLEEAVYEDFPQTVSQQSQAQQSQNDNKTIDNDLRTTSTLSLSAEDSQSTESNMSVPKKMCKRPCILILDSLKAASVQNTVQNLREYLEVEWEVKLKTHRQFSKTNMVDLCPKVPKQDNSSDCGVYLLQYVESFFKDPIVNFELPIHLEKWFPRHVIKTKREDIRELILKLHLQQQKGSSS
Apaf1 inhib: human Apaf-1 inhibition; O14727; reconstituted apoptosome caspase-3 activity, DEVD-Rh110 fluorescence; inhibition, % at 20 µM; 0.71% of 330,000 active; active = inhibition of at least 40% at 20 µM;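 note: plate controls were DMSO wells for no effect and DEVD-CHO caspase inhibitor wells for full effect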
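detection = Rh110 fluorescence intensity | test system = biochemical Apaf-1 apoptosome reconstitution | also added = cytochrome c and DEVD-Rh110 substrate | schedule = 30 min plus 50 min, RT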
* = called active by the depositor; / = no result given.

SMILES	HKDC1 inh	SENP8 block-1	SENP8 block-2	PfGluPho inh	SENP1 FRET inh	SENP6 inh	NLRP3 yeast inh	SENP7 inh	Apaf1 inhib
Cc1csc(NC(=O)CSc2nnc(C)s2)n1	-1	14	-6	5	-2	0	1	-17	-3
COc1ccc(N2C(=O)CCC(C(=O)O)C2c2ccc(F)cc2)cc1 (stereo not given)	0	8	10	-15	-1	-8	3	0	2
O=C(O)CSc1ncnc2c1oc1ccccc12	-1	36	-4	-29	3	-5	23	4	11
CN(Cc1ccccc1)C(=O)c1cccc(NC(=O)Cc2cccc([N+](=O)[O-])c2)c1	1	11	1	7	3	-5	4	-10	17
O=C(NCCO)c1ccc2nc(-c3ccco3)c(-c3ccco3)nc2c1	17	-192	37	72*	-29	56*	5	23	78*
COc1cc(C(=O)OCC(=O)NC(=O)C2CCCCC2)ccc1OC(F)F	-4	18	-4	9	0	5	24	9	1
O=c1[nH]c(SCc2ccccc2Cl)nc2[nH]ncc12	-6	12	-3	-6	1	-18	8	0	-1
O=C(CNS(=O)(=O)c1ccc(C(=O)N2CCOCC2)cc1)N1CCOCC1	-5	11	-4	10	1	-17	0	-8	0
Cc1cc(O)ccc1N1C(=O)c2cccc3cc([N+](=O)[O-])cc(c23)C1=O	-5	8	0	5	36*	7	11	5	4
O=[N+]([O-])c1ccc2c(c1)C(N1CCOCC1)/C(=C/COc1ccc(F)cc1)O2 (stereo not given)	-8	13	-15	12	3	-18	22	-6	18
COc1ccc(CCNC(=O)Cn2c(=O)n(CC3CCCO3)c(=O)c3cc(OC)c(OC)cc32)cc1OC (stereo not given)	-4	-8	-2	5	-1	3	19	-2	-8
Cc1cccc(CSc2ncc(CO)n2C)c1	-8	10	-3	34	0	2	19	-2	-3
O=C(Nc1ccc(-c2cccc(F)c2)cc1)C1CCCN(Cc2ccccn2)C1 (stereo not given)	0	-7	5	9	-1	-3	29	0	40*
C=C(CO)C1Cc2cc(C(C)=O)ccc2O1 (stereo not given)	-2	34	-18	0	-4	-14	-8	-3	4
CCc1ccccc1Nc1nc(N)nc(CSCC(=O)c2cc(C)n(C)c2C)n1	1	7	4	15	-4	2	9	-8	-1
CC(C)C[C@H](NC(=O)OC(C)(C)C)C(=O)N[C@@H](CO)[C@H](O)[C@@H]1C[C@@H]1C(=O)NC1CC1	-2	-1	-7	8	2	-12	9	2	-5
Cc1ccsc1/C=N/NC(=O)CNC(=O)c1ccc(S(=O)(=O)N(C)C)cc1	0	19	-2	-2	3	1	-2	-1	-10
CC(NC(=O)C(C)N1CCN(Cc2ccccc2)CC1)c1ccc(F)cc1 (stereo not given)	-2	1	0	-6	-1	-10	19	3	1
O=C(CSc1ccccc1F)OCC(=O)N1CCN(C(=O)c2ccco2)CC1	-4	12	-11	1	3	-19	3	12	0
CN(C)CC(C)(C)CNS(=O)(=O)c1ccc(Cl)s1	-10	7	-6	-17	-1	-5	-9	-5	-4
Cc1noc(C)c1CSc1ccccc1C(=O)Nc1nccs1	5	10	-3	-2	2	-17	-4	3	-6
CCOc1ccc(S(=O)(=O)N2CCCCC2)cc1NC(=O)CCNC(=O)c1ccco1	4	3	9	-12	1	1	1	-4	0
COc1ccc(C)cc1NC(=O)CN(C)S(=O)(=O)c1ccc2c(c1)CCCN2C(C)=O	-2	13	13	-7	1	9	0	-1	-7
CN(Cc1nc2ccc(Cl)cc2[nH]1)Cc1nc(-c2cnccn2)no1	1	-4	0	-6	-1	-5	3	4	-13
O=C(O)CCCCCN1C(=O)CSC1=S	-7	14	11	-3	3	14	-6	0	-9

13 compounds out of the list, ordered by molecular weight, highest first.
SMILES	HKDC1 inh	SENP8 block-1	SENP8 block-2	PfGluPho inh	SENP1 FRET inh	SENP6 inh	NLRP3 yeast inh	SENP7 inh	Apaf1 inhib
COc1ccc(CCNC(=O)Cn2c(=O)n(CC3CCCO3)c(=O)c3cc(OC)c(OC)cc32)cc1OC (stereo not given)	-4	-8	-2	5	-1	3	19	-2	-8
CN(Cc1ccccc1)C(=O)c1cccc(NC(=O)Cc2cccc([N+](=O)[O-])c2)c1	1	11	1	7	3	-5	4	-10	17
O=C(CNS(=O)(=O)c1ccc(C(=O)N2CCOCC2)cc1)N1CCOCC1	-5	11	-4	10	1	-17	0	-8	0
CC(NC(=O)C(C)N1CCN(Cc2ccccc2)CC1)c1ccc(F)cc1 (stereo not given)	-2	1	0	-6	-1	-10	19	3	1
CN(Cc1nc2ccc(Cl)cc2[nH]1)Cc1nc(-c2cnccn2)no1	1	-4	0	-6	-1	-5	3	4	-13
O=C(NCCO)c1ccc2nc(-c3ccco3)c(-c3ccco3)nc2c1	17	-192	37	72*	-29	56*	5	23	78*
Cc1cc(O)ccc1N1C(=O)c2cccc3cc([N+](=O)[O-])cc(c23)C1=O	-5	8	0	5	36*	7	11	5	4
Cc1noc(C)c1CSc1ccccc1C(=O)Nc1nccs1	5	10	-3	-2	2	-17	-4	3	-6
CN(C)CC(C)(C)CNS(=O)(=O)c1ccc(Cl)s1	-10	7	-6	-17	-1	-5	-9	-5	-4
Cc1csc(NC(=O)CSc2nnc(C)s2)n1	-1	14	-6	5	-2	0	1	-17	-3
O=C(O)CSc1ncnc2c1oc1ccccc12	-1	36	-4	-29	3	-5	23	4	11
Cc1cccc(CSc2ncc(CO)n2C)c1	-8	10	-3	34	0	2	19	-2	-3
C=C(CO)C1Cc2cc(C(C)=O)ccc2O1 (stereo not given)	-2	34	-18	0	-4	-14	-8	-3	4

Next structures:
SMILES	HKDC1 inh	SENP8 block-1	SENP8 block-2	PfGluPho inh	SENP1 FRET inh	SENP6 inh	NLRP3 yeast inh	SENP7 inh	Apaf1 inhib
COc1ccc(CCNC(=O)COc2ncnc3ccccc23)cc1	1	27	-14	8	2	-22	3	-6	-1
O=C(CCC(=O)Nc1ccc(F)cc1)N/N=C/c1cc([N+](=O)[O-])ccc1O	-15	12	-1	-8	3	2	-1	9	8
CCO[C@H]1OC(C(=O)NC2CC2)=C[C@@H](c2ccc(C(F)(F)F)cc2)[C@@H]1CCCO	-8	9	-3	-4	-1	-4	9	3	6
O=C(NCc1nnc(SCC(=O)N2CCCC2)o1)c1ccco1	4	6	-14	-2	-1	-9	-11	-11	-5
Cc1ccccc1OCC(=O)Nc1ccc2c(c1)Cc1ccccc1-2	4	4	-5	-7	3	-5	10	-4	-14
Cc1ccc(S(=O)(=O)N2CCC(C(=O)N/N=C/c3cccn3C)CC2)cc1	-1	18	-7	0	4	-7	14	6	5
Cc1ccc2c(COC(=O)c3ccccc3Cl)cc(=O)oc2c1	-7	13	-11	-25	0	-16	17	30	4
Cc1ccc(OC(C)C(=O)N2CCN(c3ccccn3)CC2)cc1 (stereo not given)	-4	-7	/	-16	-10	/	/	/	/
CC12CCC(=O)N1C(C(=O)Nc1cc(S(=O)(=O)N3CCCCCC3)ccc1OCC(F)(F)F)CS2 (stereo not given)	-4	-3	-11	-4	-1	-8	24	-10	27
CC(C)CC(=O)N1CCC(O)(CS(=O)(=O)Cc2ccccc2)CC1	-7	11	6	-10	1	0	-2	-4	-7
Cc1ccc(S(=O)(=O)N2CCCCC2)cc1C(=O)NC1CCCCC1	0	2	0	3	2	-11	1	6	7
Cc1cc(/C=N/n2cnnc2)c(C)n1-c1cccc(C(=O)O)c1	8	5	-6	-14	2	-21	23	-6	8
Cc1cc([N+](=O)[O-])nn1Cc1ccc(C(=O)N/N=C/c2ccc(O)cc2O)cc1	-24	-7	-3	-14	-28	-40	-3	-6	4
COc1c(C(=O)N2CCCC2)ccc2ccccc12	-1	9	-4	-3	0	-10	23	5	-4
Cc1ccc(Cl)cc1NC(=S)NCCCSC1CCCCC1	3	13	4	4	0	18	12	4	2
O=C(O)C1C2CCC(O2)C1C(=O)NCc1ccccc1Br (stereo not given)	-11	14	-2	-7	-1	15	4	7	0
COc1ccc(NC(=O)[C@@H](NS(=O)(=O)c2cccc(Cl)c2)C(C)C)cc1S(=O)(=O)N1CCOCC1	2	21	11	-2	0	-15	13	-3	-3
Cc1nn(-c2ccccc2)c(C)c1-c1cc(C(=O)N/N=C/c2ccc(O)cc2)[nH]n1	-7	-22	0	20	-2	6	17	1	-14
CCN(CC)C(=O)c1ccc(O)c(OC)c1	-10	14	9	-4	1	-1	19	8	-16
COc1ccc(NC(=O)CSc2ccccc2)c(OC)c1	2	23	-7	-11	1	8	32	1	-2
N=c1oc2ccc3ccccc3c2cc1-c1nc(-c2ccccc2)cs1	19	-295	/	0	-25	/	/	/	/
COc1ccc(C(=O)OCn2nnc3ccccc3c2=O)cc1	-5	10	-11	3	3	-5	36	-2	5
COC(=O)c1cc(Br)c(=O)n(Cc2ccc3c(c2)OCO3)c1	-5	17	1	1	-2	5	9	9	-1
COc1ccc(NC(=O)Nc2ccc([N+](=O)[O-])cc2)cn1	2	15	-10	0	-7	-26	17	-3	-9
O=C(CN(c1ccccc1)S(=O)(=O)c1ccc(F)cc1)N1CCCCCC1	-1	6	2	-4	1	-5	-4	-1	-4

The list continues:
SMILES	HKDC1 inh	SENP8 block-1	SENP8 block-2	PfGluPho inh	SENP1 FRET inh	SENP6 inh	NLRP3 yeast inh	SENP7 inh	Apaf1 inhib
Cc1ccc2c(c1)[C@H]1OCC[C@H]1[C@@H](c1ccncc1)N2	1	17	-6	-1	1	-7	20	5	7
O=C(O)COCC(=O)Nc1cc(C(F)(F)F)cc(C(F)(F)F)c1	-3	6	0	-6	2	2	15	-2	2
COc1ccc2c(CCNC(=O)c3ccc([N+](=O)[O-])cc3)c[nH]c2c1	-4	21	2	11	1	-23	14	-10	-12
Cn1c(CN(O)S(=O)(=O)c2ccc(Cl)cc2)nnc1C(F)(F)F	2	7	5	11	1	-4	-1	1	-1
COc1cccc(N2CCN(c3ccc(S(=O)(=O)N4CCN(C)CC4)cc3[N+](=O)[O-])CC2)c1	10	24	-1	3	0	11	25	8	19
O=C(N/N=C/c1ccccc1)c1[nH]ncc1Br	-2	6	86*	-1	0	91*	13	95*	16
Cc1csc(NC(=O)c2ccc3c(c2)OCO3)n1	-5	-19	75*	0	-2	85*	23	86*	5
CCCC(C)NC(=O)Cn1c(=O)c2c(ncn2CCC(C)C)n(Cc2ccccc2)c1=O (stereo not given)	-10	-22	0	-13	-2	-1	12	2	-1
CC1=CC(C)(C)N(C(=O)CCl)c2cc(C)ccc21	-7	6	2	24	1	1	25	2	-7
COc1cc(CNC(=O)c2nc(Cn3nc(C)c(Br)c3C)no2)cc(OC)c1	-2	4	5	4	1	0	12	1	11

Compound activity (PubChem)
